TRPM1 prom inh = inhibitors of MITF-dependent TRPM1 promoter reporter, primary screen, cell-based, SK-MEL-5, single point, luciferase | SK-MEL-5 TRPM1 promoter luciferase, 24 h | inhibition, % at 12.5 µM | hit rate 0.83% among 330,000 | AID 488899, 2010;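 active means mean inhibition across replicates of 60% or more, whatever share of single replicates reaches that level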; further: values of inactives mirror those of a sister screen read the other way
PDI turbidity = inhibitors of human PDI, primary screen, biochemical, turbidity, single point, plate reader. PDI insulin aggregation turbidity, A650, 90 min. hit rate 0.052% among 350,000. Protein disulfide-isomerase (Homo sapiens), P07237. inhibition, % at 10 µM;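 active means mean inhibition across replicates of 30% or more, whatever share of single replicates reach that level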;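 further: absorbance from insulin aggregation driven by PDI reduction with DTT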
hiPSC survival = enhancers of single-cell hiPSC survival, primary screen, ATPlite luminescence | 100% = ROCK inhibitor wells, 0% = DMSO | AID 602274, 2012 | hit rate 0.044% among 360,000 | survival enhancement, % at 20 µM; in the data active means survival enhancement above about 18%;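 further: cells exposed to compounds for 16 hours before the ATP read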
Shn3 3UTR inh = reduction of Shn3 3'UTR firefly luciferase signal, primary screen, Schnurri-3 inhibitor project, cell-based, Clone20 osteoblasts, set 2. Clone20 osteoblast Shn3 3'UTR firefly luciferase, 24 h. hit rate 0.52% among 360,000. inhibition, % at 12.5 µM;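 active means mean inhibition of at least 75% with every replicate also reaching 75%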;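 further: 0% = median of neutral control wells and 100% = pilot-screen positive control compound; some compounds past the cut are filed as inactive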
Peg3 prom inh = Peg3 promoter-driven luciferase inhibitors, primary screen, cell-based, HeLa, luciferase luminescence | AID 588405, 2011 | inhibition, % at 20 µM | HeLa PEG-Prom luciferase reporter, overnight | hit rate 1.7% among 360,000;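 active means inhibition of at least 50% at 20 µM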
m5-HT2A agonist = mouse Htr2a agonists via beta-arrestin recruitment, primary screen, cell-based, luminescence | 5-hydroxytryptamine receptor 2A (Mus musculus), P35363 | CHO-K1 mHTR2A beta-arrestin complementation; percent of 30 µM serotonin response | activation, % at 7.6 µM | hit rate 0.66% among 360,000;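 active means activation above a run cutoff, the mean activation of all tested compounds plus 3 SD, cut at about 14% in these data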;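 further: 0% = plate median of compound wells and 100% = 30 µM serotonin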
Target sequence (P35363 whole entry, looked up): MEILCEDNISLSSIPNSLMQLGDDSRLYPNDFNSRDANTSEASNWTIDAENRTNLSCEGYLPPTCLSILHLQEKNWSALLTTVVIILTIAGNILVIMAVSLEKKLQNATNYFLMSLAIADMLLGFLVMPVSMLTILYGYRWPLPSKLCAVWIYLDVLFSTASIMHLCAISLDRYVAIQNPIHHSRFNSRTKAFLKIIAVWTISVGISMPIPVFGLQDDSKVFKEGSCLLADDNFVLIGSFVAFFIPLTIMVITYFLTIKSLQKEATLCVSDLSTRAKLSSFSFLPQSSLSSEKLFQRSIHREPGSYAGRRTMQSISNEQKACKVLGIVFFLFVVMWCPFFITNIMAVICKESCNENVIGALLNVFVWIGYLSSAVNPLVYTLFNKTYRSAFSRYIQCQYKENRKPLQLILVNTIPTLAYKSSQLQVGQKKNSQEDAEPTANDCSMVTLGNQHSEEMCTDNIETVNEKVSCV
CaV13 ICDI inh = Primary screen for inhibitors of IQ motif and Ca2+-dependent inactivation inhibitor domain binding in CACNA1D, Förster resonance energy transfer in living cells, …; HEK cells, CFP/YFP FRET ICDI-IQ, plate reader, 10 min; percent FRET-ratio fall versus neutral wells; inhibition, % at 12.3 µM; hit rate 0.098% among 340,000;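 active means mean replicate inhibition of at least 30% and at least 1% of replicates passing that level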;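 further: 0% = median of the neutral control wells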
HIF-2a inh = HIF-2a reporter inhibitors, primary screen, luminescence, 786-0 RCC cells | hit rate 0.72% among 360,000 | inhibition, % at 18.8 µM | 786-0 RCC cells HIF-2a reporter, luciferase luminescence, overnight | AID 624352, 2012;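 active means inhibition of the luminescence signal of 40% or more relative to plate controls, in a single-dose primary screen at 18.75 µM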
H9c2 protect = cardioprotection against H2O2-induced cell death, primary screen, uHTS, H9c2 cells, ATPLite luminescence. protection from H2O2 cell death, % at 20 µM. H9c2 cardiomyocytes, H2O2 injury protection, 2 h. hit rate 0.63% among 360,000;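 active means compounds giving at least 50% protection of heart cells from peroxide-induced death in the single-dose screen, raw or plate-pattern-corrected value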;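 further: 0% = DMSO wells with peroxide and 100% = DMSO wells without peroxide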
NR2E3 ag-1 = inhibitors of NR2E3-RetCOR corepressor binding, primary screen, NR2E3 agonist project, biochemical, TR-FRET, GST-NR2E3, biotin-RetCOR; Photoreceptor-specific nuclear receptor (Homo sapiens), Q9Y5X4; 1536-well; inhibition of corepressor binding, % at 4.78 µM; hit rate 0.12% among 320,000; AID 2300, 2010;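 active means percent inhibition above the cutoff of mean plus 3 SD of all tested compounds, set per screening campaign, cut at about 20% in these data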;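 further: 0% = DMSO wells and 100% = biotin wells as full block of FRET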
Target sequence (Q9Y5X4 whole entry, looked up): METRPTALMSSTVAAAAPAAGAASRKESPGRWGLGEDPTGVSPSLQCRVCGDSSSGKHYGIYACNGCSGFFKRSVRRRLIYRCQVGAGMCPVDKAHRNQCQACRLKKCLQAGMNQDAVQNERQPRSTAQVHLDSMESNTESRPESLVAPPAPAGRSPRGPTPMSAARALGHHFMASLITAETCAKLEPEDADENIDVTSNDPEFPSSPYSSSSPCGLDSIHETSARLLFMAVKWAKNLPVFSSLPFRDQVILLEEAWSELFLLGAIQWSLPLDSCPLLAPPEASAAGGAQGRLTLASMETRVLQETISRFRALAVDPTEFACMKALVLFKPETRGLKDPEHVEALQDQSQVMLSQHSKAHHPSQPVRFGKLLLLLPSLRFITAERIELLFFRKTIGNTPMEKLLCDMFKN
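Material: NR2E3–RetCOR corepressor complex / Incubation: Compound–protein incubation for 5 h at 4 °C / Dosing: compound at 4.8 µM, single dose / Detection: time-resolved FRET / Benchmarks: high control biotin, low control 0.6% DMSO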
NR2E3 ag-2 = NR2E3 agonists in two-hybrid cells, primary screen, cell-based, luminescence, CHO-S, Gal4-NCOR/VP16-NR2E3; luciferase; hit rate 0.35% among 360,000; inhibition of corepressor binding, % at 3.98 µM; AID 602229, 2012; Photoreceptor-specific nuclear receptor (Homo sapiens), Q9Y5X4;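 active means inhibition above the mean of all tested compounds plus 3 SD, cut at about 70% in these data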;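 further: 0% = DMSO with NR2E3 transfected cells and 100% = cells lacking NR2E3 construct; higher means lower luciferase signal from less NR2E3 corepressor binding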
Active calls of the source: *; . = no result given.

SMILES	TRPM1 prom inh	PDI turbidity	hiPSC survival	Shn3 3UTR inh	Peg3 prom inh	m5-HT2A agonist	CaV13 ICDI inh	HIF-2a inh	H9c2 protect	NR2E3 ag-1	NR2E3 ag-2
C/C=C/c1cccc(-c2nc(C(=O)N3CCCCC3)cc3c2[C@@H](CCO)N(C(=O)NC(C)C)C3)c1	.	.	-0.7	.	.	-1	-9	3	.	.	2
Cc1occc1C(=O)N1CCCC(Nc2ccc(C(C)C)cc2)C1 (stereo not given)	3	3	-0.1	8	-4	5	-10	-11	-3	0	7
CC(C)(C)c1ccc(NC(=O)Nc2ccc(F)cc2)cc1	-60	-2	-1.8	-25	-215	-6	0	-272	-17	1	-105
O=C(CSc1nc2ccccc2c(=O)n1-c1ccccc1F)N1CCOCC1	9	0	-1.0	-3	-11	-1	-7	-19	11	.	-9
CCOc1ccc(C(=O)OCC(=O)Nc2cc(S(=O)(=O)N3CCOCC3)ccc2N2CCOCC2)cc1	.	4	-4.5	4	-1	-2	-5	-2	9	.	0
Cc1ccccc1NC(=O)c1ccc2snnc2c1	.	.	-3.0	4	-16	-6	-7	-51	-2	2	0
CCc1nnc(NC(=O)Cn2nnc(-c3ccccc3F)n2)s1	6	7	-0.7	-4	2	6	.	11	1	2	-12
CCN(Cc1ccccc1)S(=O)(=O)c1cc(C(=O)NCC2CCCCC2)ccc1OC	8	6	-0.6	23	15	-3	-5	19	-7	-3	19
O=C(CN1C(=O)NC2(CCCC2)C1=O)N1CCN(c2cccc(C(F)(F)F)c2)CC1	2	-5	-0.3	15	11	-8	-7	5	-6	1	21
O=S(=O)(c1cccs1)N1CCC(Cc2ccccc2)CC1	-8	1	-2.5	-9	8	0	-2	17	-16	3	-20
CCOc1ccccc1N1C(=O)CC(Sc2nccc(C)n2)C1=O (stereo not given)	14	-2	1.5	12	3	2	-22	15	12	.	7
O=C(CSc1nnc(NC(=O)c2ccco2)s1)Nc1ccccc1Cl	-14	-8	-0.3	11	-16	1	-4	8	-4	8	-12
Cc1cc(C)c(S(=O)(=O)N2CCc3ccccc32)c(C)c1	16	16	-0.8	-6	16	1	-4	19	-14	3	-32
Cn1c(CN2CCN(c3ccccc3NS(C)(=O)=O)CC2)nc2ccccc21	4	3	0.1	3	18	-9	-19	2	-1	2	5
CCOc1ccc(C2=Nn3c(nnc3-c3cccnc3)SC2)cc1	6	0	-0.8	2	15	-3	-5	12	11	7	15
CCCC(=O)Nc1ccc(C(=O)n2nnc3ccccc32)cc1	-7	-2	-1.3	57	4	4	-4	8	39	1	4
CC(C)CC(NC(=O)C1CCC(=O)N1C(=O)OCc1ccccc1)C(=O)NC(Cc1ccccc1)C(N)=O (stereo not given)	-3	-26	-0.3	-17	-5	8	-18	-1	6	2	-22
CC1(C)Cc2nc3sc4c(=O)n(Cc5ccccc5)cnc4c3cc2CS1	1	-25	-0.4	-28	-17	2	-4	-31	0	2	-8
CN(C(=O)CN1C(=O)S/C(=C\c2ccccc2)C1=O)C1CCS(=O)(=O)C1 (stereo not given)	3	0	0.6	-10	3	-2	-7	6	3	0	-16
O=C(Nc1c(Cl)ccc2nsnc12)c1ccc(Br)o1	.	-5	-0.1	-4	7	2	-6	13	1	.	-12
CC(C)CN(C(=O)COC(=O)c1ccc2c(c1)NC(=O)CS2)C1CCS(=O)(=O)C1 (stereo not given)	3	9	0.7	3	12	3	0	8	3	3	-2
O=C(N/N=C/c1ccccc1[N+](=O)[O-])c1cnccn1	-38	-2	-0.3	9	-68	8	-8	-95	-2	-3	-60
Cc1cccc(Nc2nc(N)c([N+](=O)[O-])c(N3CC(C)CC(C)C3)n2)c1 (stereo not given)	7	4	-0.9	10	37	-4	-5	21	-25	-5	2
Cc1cc(C)n(CCOC(=O)c2sc3ccccc3c2Cl)n1	-6	-3	-1.9	-5	-35	-4	0	-25	-6	2	9
Cc1cc(C)n2nc(SCCC(=O)NCc3ccccc3)nc2n1	-3	-2	0.1	-12	9	1	2	13	8	0	-16
COC(=O)c1ccccc1NC(=O)c1ccc(-c2ccc(Br)cc2)o1	-9	-6	1.6	-4	-168	-1	0	-169	-8	-1	-12
CC(C)NS(=O)(=O)c1ccc(CCC(=O)Nc2ccc3c(c2)OCO3)cc1	4	9	-1.0	4	-1	-4	-9	-1	0	2	10
CCOC(=O)C1=C(O)/C(=C\c2cccs2)N=C1C	12	1	0.6	-1	-1	0	-9	18	1	-6	3
O=C(NC(CO)C(=O)OCc1ccccc1)OCc1ccccc1 (stereo not given)	-11	2	-0.4	0	-3	5	-6	10	-7	.	-4
CC(=O)Nc1ccc2oc(-c3cc(F)c(F)cc3Cl)nc2c1	-50	-5	-1.0	-86	-160	-1	-5	-33	-26	0	-66

Pulled by compound from the list above, 2 records:
SMILES	TRPM1 prom inh	PDI turbidity	hiPSC survival	Shn3 3UTR inh	Peg3 prom inh	m5-HT2A agonist	CaV13 ICDI inh	HIF-2a inh	H9c2 protect	NR2E3 ag-1	NR2E3 ag-2
CC(C)NS(=O)(=O)c1ccc(CCC(=O)Nc2ccc3c(c2)OCO3)cc1	4	9	-1.0	4	-1	-4	-9	-1	0	2	10
Cc1cccc(Nc2nc(N)c([N+](=O)[O-])c(N3CC(C)CC(C)C3)n2)c1 (stereo not given)	7	4	-0.9	10	37	-4	-5	21	-25	-5	2

(cont.)
SMILES	TRPM1 prom inh	PDI turbidity	hiPSC survival	Shn3 3UTR inh	Peg3 prom inh	m5-HT2A agonist	CaV13 ICDI inh	HIF-2a inh	H9c2 protect	NR2E3 ag-1	NR2E3 ag-2
O=C(CNC(=O)OCc1ccccc1)Oc1ccc2ccc(=O)oc2c1	1	-6	0.1	-20	-8	-5	-18	15	-4	-4	-20
CCOc1ccccc1N1CCN(Cc2ccc(OC)c(OC)c2)CC1	2	-7	0.6	1	7	-9	-3	24	-1	-1	-16
Cn1ncc([N+](=O)[O-])c1C(=O)Nc1ccc(C2CCCCC2)cc1	-14	1	-1.5	-14	-175	3	11	-161	-10	6	-39
COc1ccccc1CNC(=O)CNC(=O)Cn1cnc2ccccc2c1=O	2	-1	-0.5	8	3	1	.	7	-14	1	-8
O=C(Oc1ccccc1Cl)C1CCN(C(=O)c2ccc(F)cc2)CC1	-2	0	-0.4	2	-1	-1	-2	12	-2	0	-19
C=CCNC(=O)c1onc(CCl)c1C(=O)OC	10	7	6.5	-22	-13	4	-4	1	3	1	-7
COc1ccc(CN(C)CC(=O)Nc2sc3c(c2C#N)CCC3)c(OC)c1	12	4	-2.4	10	3	3	-7	3	-7	1	-2
CCOc1ccc(S(=O)(=O)N2CCC(C(N)=O)CC2)c2ccccc12	0	0	0.4	-27	27	-6	-5	15	7	4	-30
CCc1nnc(NC(=O)CSc2nnc(COc3ccccc3C)o2)s1	7	0	2.4	-4	0	3	-4	-2	4	-2	-19
C=Cc1ccc(Cn2c(C)c(C(=O)NCCC#N)sc2=O)cc1	.	1	3.8	-13	8	4	21	9	3	.	14
Cc1cccc(N2CC(=O)N(c3cccc(C)c3)CC2=O)c1	9	-7	1.0	-6	6	5	-4	-4	4	3	-18
CN(CC(=O)Nc1ccc(F)cc1)C(=O)c1ccccc1OCc1ccc(F)cc1	7	8	0.0	-3	1	3	-6	11	2	-2	-58
CC1(C)NC(=O)N(CC(=O)OCC(=O)N2CCN(S(=O)(=O)c3ccccc3)CC2)C1=O	7	-6	-0.4	-13	-3	1	-6	4	2	.	-2
c1ccc2c(-c3nnc(SCc4cn5ccccc5n4)o3)c[nH]c2c1	-30	-3	-0.4	-24	-173	-3	-6	-200	1	-2	-8
C[C@H](CO)N1C[C@H](C)[C@@H](CN(C)CC2CCCCC2)Oc2ccc(NS(C)(=O)=O)cc2C1=O	1	2	-1.8	8	-20	2	-5	15	3	.	-3
O=C(c1cc(COc2cccc3cnccc23)on1)N1CCCC(CCCO)C1 (stereo not given)	26	7	-0.2	84	5	8	-5	22	-18	0	110*
Cc1cc(C)n2nc(C(=O)NC(c3ccccc3)c3ccccc3)nc2n1	5	1	-0.3	-3	3	3	0	6	-6	1	-13
C/C(CC(=O)Nc1cc(C)ccn1)=N\NC(=O)C(=O)NC(C)C	1	10	-0.2	-21	-1	-4	-4	2	0	2	-5
N#CC1=C2N=C(N)c3ccccc3N2C2=C(C(=O)CCC2)C1c1ccccc1F (stereo not given)	15	3	-0.3	.	17	4	-5	1	7	2	-7

Compounds listed so far containing fluorine, in the order listed:
SMILES	TRPM1 prom inh	PDI turbidity	hiPSC survival	Shn3 3UTR inh	Peg3 prom inh	m5-HT2A agonist	CaV13 ICDI inh	HIF-2a inh	H9c2 protect	NR2E3 ag-1	NR2E3 ag-2
CC(C)(C)c1ccc(NC(=O)Nc2ccc(F)cc2)cc1	-60	-2	-1.8	-25	-215	-6	0	-272	-17	1	-105
O=C(CSc1nc2ccccc2c(=O)n1-c1ccccc1F)N1CCOCC1	9	0	-1.0	-3	-11	-1	-7	-19	11	.	-9
CCc1nnc(NC(=O)Cn2nnc(-c3ccccc3F)n2)s1	6	7	-0.7	-4	2	6	.	11	1	2	-12
O=C(CN1C(=O)NC2(CCCC2)C1=O)N1CCN(c2cccc(C(F)(F)F)c2)CC1	2	-5	-0.3	15	11	-8	-7	5	-6	1	21
CC(=O)Nc1ccc2oc(-c3cc(F)c(F)cc3Cl)nc2c1	-50	-5	-1.0	-86	-160	-1	-5	-33	-26	0	-66
O=C(Oc1ccccc1Cl)C1CCN(C(=O)c2ccc(F)cc2)CC1	-2	0	-0.4	2	-1	-1	-2	12	-2	0	-19
CN(CC(=O)Nc1ccc(F)cc1)C(=O)c1ccccc1OCc1ccc(F)cc1	7	8	0.0	-3	1	3	-6	11	2	-2	-58
N#CC1=C2N=C(N)c3ccccc3N2C2=C(C(=O)CCC2)C1c1ccccc1F (stereo not given)	15	3	-0.3	.	17	4	-5	1	7	2	-7

Compound activity: PubChem BioAssay, several laboratories
